AMPAR-TARP mod – GluA2-stargazin AMPA receptor complex modulation; O88602+P19491; HEK293 GluA2+stargazin, membrane potential dye (FDSS), glutamate EC50; hits were called plate by plate, in both directions; calls only at 30 µM; 3.5% of 40,000 active; AID 1259245;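 active = any of four per-well response measures lying three or more SD from its plate-wide compound average, in either direction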
Target sequence (O88602 whole entry, looked up): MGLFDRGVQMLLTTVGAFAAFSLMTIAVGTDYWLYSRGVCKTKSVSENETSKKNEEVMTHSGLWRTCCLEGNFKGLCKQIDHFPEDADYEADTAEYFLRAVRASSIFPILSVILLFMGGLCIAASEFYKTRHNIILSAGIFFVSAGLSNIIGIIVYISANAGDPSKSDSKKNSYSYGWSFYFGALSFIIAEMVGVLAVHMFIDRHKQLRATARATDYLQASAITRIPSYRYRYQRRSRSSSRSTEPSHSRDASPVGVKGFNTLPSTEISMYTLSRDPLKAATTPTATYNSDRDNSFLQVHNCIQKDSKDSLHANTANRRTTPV
Target sequence (P19491 whole entry, looked up): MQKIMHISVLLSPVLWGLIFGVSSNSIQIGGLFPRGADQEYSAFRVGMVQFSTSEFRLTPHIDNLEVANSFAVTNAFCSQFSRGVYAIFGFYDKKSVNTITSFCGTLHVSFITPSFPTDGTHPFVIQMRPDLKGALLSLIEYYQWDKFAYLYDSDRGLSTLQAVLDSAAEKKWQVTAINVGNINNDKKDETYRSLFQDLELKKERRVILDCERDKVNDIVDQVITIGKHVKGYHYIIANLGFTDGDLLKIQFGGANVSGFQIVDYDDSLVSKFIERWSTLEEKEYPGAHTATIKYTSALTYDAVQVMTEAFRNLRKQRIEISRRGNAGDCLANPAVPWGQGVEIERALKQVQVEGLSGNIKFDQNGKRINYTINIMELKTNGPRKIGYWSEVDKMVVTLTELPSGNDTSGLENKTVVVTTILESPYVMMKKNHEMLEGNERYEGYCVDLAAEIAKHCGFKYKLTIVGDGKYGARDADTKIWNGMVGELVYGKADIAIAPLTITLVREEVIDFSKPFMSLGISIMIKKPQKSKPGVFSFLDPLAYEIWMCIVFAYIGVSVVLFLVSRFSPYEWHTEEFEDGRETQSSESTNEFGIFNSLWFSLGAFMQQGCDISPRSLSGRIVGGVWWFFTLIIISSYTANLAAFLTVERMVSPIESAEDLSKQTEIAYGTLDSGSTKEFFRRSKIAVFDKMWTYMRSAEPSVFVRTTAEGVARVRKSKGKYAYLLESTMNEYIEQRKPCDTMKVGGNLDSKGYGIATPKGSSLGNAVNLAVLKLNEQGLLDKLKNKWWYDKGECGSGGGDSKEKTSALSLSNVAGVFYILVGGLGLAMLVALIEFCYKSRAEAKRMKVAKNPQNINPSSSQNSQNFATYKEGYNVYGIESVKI
AMPAR-TARP mod agonism max-min – further read-out of AMPAR-TARP mod, marked with its call; compound max-min signal; compound-alone response (agonism);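 unitless range of fluorescence divided by baseline over first 100 seconds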
AMPAR-TARP mod glutamate slope – also measured in AMPAR-TARP mod; calls as there; glutamate slope, % of max; measured here: glutamate response slope, % max;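 scaled per plate between vehicle wells and maximal 1 mM glutamate control wells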
The depositor's hits bear a star; i = inactive; + = active, no number.

SMILES	AMPAR-TARP mod	AMPAR-TARP mod agonism max-min	AMPAR-TARP mod glutamate slope
COc1ccccc1-c1ccc(N2CCN(C(=O)Nc3cccc(F)c3)CC2)nn1	i	0.0633	47.6
N#Cc1ccccc1NC(=O)C(=O)NCCc1cn2c(n1)SCC2	i	0.0388	62.8
O=C(NCC(c1ccc(F)cc1)N1CCOCC1)Nc1cccc(Cl)c1 (centres undefined)	i	0.123	59.4
Cc1ccc(Cl)cc1N1CCN(S(=O)(=O)N(C)C)CC1	i	0.0349	70.6
Cn1nc(NC(=O)C2COc3ccccc3O2)c2c1NC(=O)CC2c1ccco1 (centres undefined)	i	0.121	63.6
CCOc1cc(C)c(Cl)cc1S(=O)(=O)N1CCCCC1C (centres undefined)	i	0.0721	76.0
Cc1ccc(OCC(=O)Nc2nnc(-c3cc(C)nn3C)o2)cc1	i	0.0689	42.4
COc1ccccc1N1CCN(S(=O)(=O)c2ccc(F)c(C)c2)CC1	i	0.0484	55.5
COc1cc(C(=O)Nc2ccc3c(c2)N(C(C)=O)CCC3)cc(OC)c1OC	i	0.0789	49.6
O=C(Nc1ccc2c(c1)N(C(=O)c1ccco1)CC2)c1ccc(Cl)cc1	i	0.116	56.4
O=C(CSc1nnc(CCn2ccc(=O)[nH]c2=O)o1)Nc1cccc(C(F)(F)F)c1	i	0.0502	55.9
CN(Cc1ccccc1)C(=O)Cn1cnc(-c2ccccc2)cc1=O	i	0.0765	47.4
CC(C)(C)NC(=O)N1CCC(CNC(=O)/C=C/c2ccco2)CC1	i	0.102	60.8
O=C(NCCOc1ccc(-c2cccs2)nn1)Nc1ccc(Cl)cc1	i	0.0738	41.0
O=C(CCN1C(=O)c2ccccc2S1(=O)=O)N1CCN(c2ccccc2)CC1	i	0.0279	25.0
CC1=C(C(=O)OC(C)C)C(c2c(O)ccc3ccccc23)NC(=O)N1 (centres undefined)	i	0.0947	51.1
CC(C)N(C(=O)CSc1ccc(NC(=O)C2CC2)nn1)C(C)C	i	0.0945	57.2
CCCCN(C)S(=O)(=O)c1ccc(C(=O)Nc2cc(C)nn2C(C)C)cc1	i	0.105	57.4
CCOC(=O)C1CCCN(C(=O)c2cc3ccccc3oc2=O)C1 (centres undefined)	i	0.0677	59.6
COc1ccccc1NC(=O)c1csc(NS(=O)(=O)c2ccccc2)n1	i	0.0914	47.5
CCC(CC)C(=O)NCCn1ncc2c(N3CCN(c4ccc(F)cc4)CC3)ncnc21	i	0.0384	73.5
CC(=O)c1cc(C(=O)OCC(=O)Nc2ccc(Br)cc2)c2ccccn12	i	0.101	45.4
COc1ccccc1-c1cnn2c(N3CCN(CC#N)CC3)cc(C)nc12	i	0.146	60.2
COc1ccc(CC(=O)Nc2cc(C)nn2C2CCS(=O)(=O)C2)cc1 (centres undefined)	i	0.0495	34.6
Cn1c(-c2ccccn2)nn(CCNC(=O)C(C)(C)Oc2ccc(Cl)cc2)c1=O	i	0.0924	79.1
CCOC(=O)CCC(=O)Nc1ccc2c(c1)CN(C(=O)c1cccs1)CC2	i	0.0707	57.5
COc1ccc(NC(=O)C(=O)NCC2CCN(C)CC2)cc1Cl	i	0.1	61.0
CS(=O)(=O)Nc1cccc(NC(=O)Cn2cccn2)c1	i	0.114	52.4
C=CCNC(=O)C(=O)Nc1c2c(nn1-c1ccc(C)cc1C)CS(=O)(=O)C2	i	0.0857	98.4
CC1(C)CS(=O)(=O)N(c2ccc(Cl)c(C(=O)NCc3cccnc3)c2)C1=O	i	0.126	55.3
Cc1ccc(CNC(=O)CCc2csc(NS(=O)(=O)c3ccc(F)cc3)n2)cc1	i	0.108	58.2
COc1cc(OC)cc(C(=O)Nc2ccc3c(c2)CCC(=O)N3CCC(C)C)c1	i	0.0887	41.7
O=C1CCC(C(=O)N2CCN(c3ccc(-c4ccc5c(c4)OCO5)nn3)CC2)N1 (centres undefined)	i	0.0537	42.8
COc1ccccc1-c1cnn2c(N3CCN(c4cccc(C)n4)CC3)cc(C)nc12	i	0.126	48.9
Cc1cc2ncn(S(=O)(=O)N3CCCCC3)c2cc1C	i	0.091	65.4
CCc1nnc(NS(=O)(=O)c2ccc(NC(=O)c3c(F)cccc3F)cc2)s1	i	0.0781	68.2
O=C(NCCCn1nc(-c2ccccc2)ccc1=O)c1ccc2c(c1)OCO2	i	0.0704	62.4
COc1ccc(-c2nnc(NC(=O)c3ccc(OC(C)C)cc3)o2)cc1OC	i	0.148	62.9
COc1ccc(C(=O)COC(=O)c2ccc(C)o2)cc1OC	i	0.111	47.8
CC1CCc2c(sc(NC(=O)CCCOc3ccccc3)c2C(N)=O)C1 (centres undefined)	i	0.0926	64.5
O=C(Cn1nc(-c2ccco2)c2sc(N3CCOCC3)nc2c1=O)OCc1ccccc1	i	0.057	67.7
O=C(c1ccc(S(=O)(=O)N2CCOCC2)cc1)N(C(=O)N1CCCCC1)c1ccc(Cl)cc1	i	0.0953	65.6
COc1ccc(S(=O)(=O)N2CCCc3cc(NC(=O)CC(C)(C)C)ccc32)cc1	i	0.108	50.7
CCN1CCc2c(sc(NC(=O)c3ccc(OC)cc3)c2-c2nc3ccccc3s2)C1	i	0.139	81.1
COc1ccc(C(=O)Nc2ccc3c(c2)N(C(=O)C2CCCO2)CC3)cc1OC (centres undefined)	i	0.183	66.1
Cn1ccnc1N1CCN(C(=O)Cc2cccc3ccccc23)CC1	i	0.0662	64.3
CCc1nnsc1C(=O)Nc1c(C(=O)Nc2ccc(OC)cc2)oc2ccccc12	i	0.107	62.4
O=C(NC1CC1)C(=O)N1CCN(c2cccc(Cl)c2)CC1	i	0.114	56.3
O=C(NCc1nc2ccccc2[nH]1)c1coc(NC(=O)c2ccco2)n1	i	0.162	77.5
O=C(NCCn1nc(-c2cccs2)ccc1=O)Nc1ccc(Cl)c(Cl)c1	i	0.1	55.4
COc1ccc(S(=O)(=O)N2CCN(c3ccc(-c4cccnc4)nn3)CC2)cc1OC	i	0.174	31.8
O=C(Nc1ccc(SCc2ccccc2F)nn1)C1CC1	i	0.0991	42.3
CCCc1cc(NCC2CCCO2)n2ncc(-c3ccccc3)c2n1 (centres undefined)	i	0.121	67.2
CCNC(=O)C1Cc2ccccc2N1C(=O)NCCc1ccccc1 (centres undefined)	i	0.0487	48.6
CC1Cc2c(NC(=O)c3ccc(Br)o3)nn(C)c2NC1=O (centres undefined)	i	0.0909	60.9
COc1ccc(C(=O)N2CCN(c3nccn3-c3ccccc3F)CC2)cc1OC	i	0.0418	21.0
O=C(Cc1cccs1)Nc1nnc(-c2ccc(Br)s2)o1	i	0.109	41.8
CCc1ccc(S(=O)(=O)N2CCN(c3ccc(-c4ccc(Cl)cc4)nn3)CC2)s1	i	0.128	47.8
COc1ccc(-c2cc(CC(=O)Nc3cc(C)on3)no2)cc1OC	i	0.0555	46.4
O=C(NCC1CCN(C(=O)Oc2ccccc2)CC1)C(=O)Nc1cccc(C(F)(F)F)c1	i	0.123	59.1
More results.
SMILES	AMPAR-TARP mod	AMPAR-TARP mod agonism max-min	AMPAR-TARP mod glutamate slope
Cc1nc(-c2cccc(NC(=O)/C=C/c3ccccc3)c2)cs1	i	0.103	54.3
CN1C(=O)C2C(c3ccc([N+](=O)[O-])cc3)NN(C)C2C1=O (centres undefined)	+	0.036*	50.5*
CCN1CCCc2cc(CCNC(=O)c3ccc(OC)cc3)ccc21	i	0.122	63.2
c1coc(-c2nnc(-c3c[nH]c4ccccc34)o2)c1	i	0.124	49.1
COc1ccc(S(=O)(=O)N2CCCC2)cc1C(=O)Nc1ccc(S(C)(=O)=O)cc1	i	0.111	60.8
Cc1cccn2c(=O)c3cc(C(=O)NCCCn4ccnc4)n(Cc4ccccc4)c3nc12	i	0.155	61.8
COc1ccc(S(=O)(=O)Nc2nc(C(=O)N3CCCCCC3)cs2)cc1	i	0.0687	33.0
O=C(NCCc1ccc(Cl)cc1)C(=O)Nc1cccc([N+](=O)[O-])c1	i	0.0582	46.5
CCOc1ccc(C2NC(=O)NC(CS(=O)(=O)c3ccc(Cl)cc3)=C2C(=O)OC)cc1 (centres undefined)	i	0.0678	50.5
CCCNC(=O)Cn1nc2c(c1NC(=O)CC1CCCC1)CSC2	+	0.115*	58.8*
Cn1c(C2CC(=O)N(C(C)(C)C)C2)nc2ccccc21 (centres undefined)	i	0.105	61.5
Cc1[nH]c2ccccc2c1C(c1ccc(O)cc1O)c1c(C)[nH]c2ccccc12	i	0.0575	23.2
CC(C)(C)C(=O)NCCN1CCN(c2ccccc2F)CC1	i	0.133	78.0
CN(C)CCCn1c(C2CC(=O)N(c3cccc(C(F)(F)F)c3)C2)nc2ccccc21 (centres undefined)	i	0.112	47.3
COc1cc(-c2ccc(SCC(=O)Nc3ccc(C)c(F)c3)nn2)cc(OC)c1OC	i	0.0431	67.6
COc1ccc(OC)c(NC(=O)/C(C#N)=C/c2ccc(C(C)C)cc2)c1	i	0.0691	75.4
COCCNC(=O)C(=O)Nc1ccc(-c2nnc(Nc3ccc(OC)cc3)s2)cc1	i	0.0976	38.5
CCOc1ccc(N2CC(c3nc4ccccc4n3Cc3ccccc3F)CC2=O)cc1 (centres undefined)	i	0.105	67.6
Cn1nnc2c(NCCC3=CCCCC3)ncnc21	i	0.055	57.1
Cc1ccc(S(=O)(=O)N(C)c2c(C)ccc(S(=O)(=O)N3CCCC3)c2C)cc1	i	0.0491	38.7
COc1ccc(S(=O)(=O)NCC2CCN(Cc3ccco3)CC2)cc1F	i	0.0328	52.9
COCC(C)NC(=O)c1cc2c(=O)n3cc(C)ccc3nc2n1C (centres undefined)	i	0.199	55.2
Cc1ccc(Cl)cc1NC(=O)C(=O)NCCc1ccc2c(c1)CCCN2C	i	0.0727	1.2
CCCn1c(=O)c2ccc(C(=O)NCC(C)C)cc2n2c(=O)n(Cc3ccc(F)cc3Cl)nc12	i	0.0896	56.3
COc1cccc(OC)c1C(=O)Nc1ccc(N2CCCC2=O)cc1	i	0.0869	53.3
NC(=O)c1ccccc1NC(=O)c1ccc(=O)n(Cc2c(F)cccc2Cl)c1	i	0.102	41.0
O=C(NCC(O)(c1ccco1)C1CC1)c1cc2ccccc2oc1=O (centres undefined)	i	0.106	53.8
NS(=O)(=O)c1ccc(CCNC(=O)c2n[nH]c3ccccc23)cc1	i	0.0639	42.0
COC(=O)c1ccc(NC(=O)CCc2csc(NC(=O)c3ccc[nH]c3=O)n2)cc1	i	0.112	58.2
COc1ccc(OC)c(S(=O)(=O)Cc2nc(-c3ccc(OC)c(OC)c3)no2)c1	i	0.0768	43.8
COc1cccc(CNC(=O)C(=O)NCC2OCCCN2S(=O)(=O)c2ccc(OC)c(C)c2)c1 (centres undefined)	i	0.0603	50.8
Cc1ccc(S(=O)(=O)N2CCCCC2CC(=O)NCc2ccccn2)cc1 (centres undefined)	i	0.027	60.3
CCOc1ccc(-c2ccc(=O)n(CCCC(=O)Nc3cc(C)ccc3C)n2)cc1	i	0.0318	32.2
CC1CN(C)CCN1CC1CCN(C(=O)C2CCCC2)CC1 (centres undefined)	i	0.0742	50.4
Cn1c(=O)c2c(nc3n(CC(=O)O)c(-c4ccccc4)cn23)n(C)c1=O	i	0.125	59.2
CCNc1nn(CC(=O)Nc2cc(C)cc(C)c2)c(N)c1-c1nc(-c2ccccc2C)no1	i	0.0997	56.1

The last 2 entries of the part above come first, to join the parts.
SMILES	AMPAR-TARP mod	AMPAR-TARP mod agonism max-min	AMPAR-TARP mod glutamate slope
Cn1c(=O)c2c(nc3n(CC(=O)O)c(-c4ccccc4)cn23)n(C)c1=O	i	0.125	59.2
CCNc1nn(CC(=O)Nc2cc(C)cc(C)c2)c(N)c1-c1nc(-c2ccccc2C)no1	i	0.0997	56.1
COc1ccccc1NC(=O)c1ccc(=O)n(Cc2ccccc2F)c1	i	0.0368	47.9
Cn1c(=O)c2c(nc(N3CCN(c4ccccc4)CC3)n2CC(=O)c2ccccc2)n(C)c1=O	i	0.0949	61.8
CSc1ccc(NC(=O)C2CC2)nn1	i	0.0936	42.2
O=C(CCCn1nc(-c2ccc(Cl)cc2)ccc1=O)Nc1ccccc1-c1ccccc1	i	0.0409	53.4
COc1cc(/C=C2/SC(=O)N(c3ccccc3OC)C2=O)ccc1O	i	0.0728	56.2
c1ccc(-n2ncc3c(NCCc4cccs4)nnnc32)cc1	i	0.109	53.4
CCOc1nn(CC)cc1-c1nnc(SCC(=O)N2CCOCC2)n1CCOC	i	0.0624	31.2

16 consecutive compounds already listed:
SMILES	AMPAR-TARP mod	AMPAR-TARP mod agonism max-min	AMPAR-TARP mod glutamate slope
COc1ccccc1-c1ccc(N2CCN(C(=O)Nc3cccc(F)c3)CC2)nn1	i	0.0633	47.6
N#Cc1ccccc1NC(=O)C(=O)NCCc1cn2c(n1)SCC2	i	0.0388	62.8
O=C(NCC(c1ccc(F)cc1)N1CCOCC1)Nc1cccc(Cl)c1 (centres undefined)	i	0.123	59.4
Cc1ccc(Cl)cc1N1CCN(S(=O)(=O)N(C)C)CC1	i	0.0349	70.6
Cn1nc(NC(=O)C2COc3ccccc3O2)c2c1NC(=O)CC2c1ccco1 (centres undefined)	i	0.121	63.6
CCOc1cc(C)c(Cl)cc1S(=O)(=O)N1CCCCC1C (centres undefined)	i	0.0721	76.0
Cc1ccc(OCC(=O)Nc2nnc(-c3cc(C)nn3C)o2)cc1	i	0.0689	42.4
COc1ccccc1N1CCN(S(=O)(=O)c2ccc(F)c(C)c2)CC1	i	0.0484	55.5
COc1cc(C(=O)Nc2ccc3c(c2)N(C(C)=O)CCC3)cc(OC)c1OC	i	0.0789	49.6
O=C(Nc1ccc2c(c1)N(C(=O)c1ccco1)CC2)c1ccc(Cl)cc1	i	0.116	56.4
O=C(CSc1nnc(CCn2ccc(=O)[nH]c2=O)o1)Nc1cccc(C(F)(F)F)c1	i	0.0502	55.9
CN(Cc1ccccc1)C(=O)Cn1cnc(-c2ccccc2)cc1=O	i	0.0765	47.4
CC(C)(C)NC(=O)N1CCC(CNC(=O)/C=C/c2ccco2)CC1	i	0.102	60.8
O=C(NCCOc1ccc(-c2cccs2)nn1)Nc1ccc(Cl)cc1	i	0.0738	41.0
O=C(CCN1C(=O)c2ccccc2S1(=O)=O)N1CCN(c2ccccc2)CC1	i	0.0279	25.0
CC1=C(C(=O)OC(C)C)C(c2c(O)ccc3ccccc23)NC(=O)N1 (centres undefined)	i	0.0947	51.1

A portion of the library, so the mix of outcomes need not match the whole.
